thrombin 1536: inhibitors of human thrombin; P00734; alpha-thrombin, Boc-VPR-AMC fluorogenic substrate cleavage; inhibition, % at 5 µM; 220,000 compounds, 0.26% hits; AID 1046;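 active = inhibition at or above 40%; inactive = inhibition below 40%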;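 note: 0% = enzyme with no compound and 100% = wells without enzyme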
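Test system: human alpha-thrombin protein / Dosing: one concentration per compound, 5 µM, with 0.2% DMSO / Medium: pH 7.5 Tris-saline with Tween 20 / Benchmarks: no-compound enzyme wells and no-enzyme blanks / Read-out basis: percent inhibition of thrombin substrate cleavage / Timing: reaction at room temperature / Measured by: fluorescence, ex 355 nm, em 460 nm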
Wee1 stabilizer: inhibitors of human Wee1 degradation; HeLa Luc-Wee1K328M stability, luciferase luminescence; 100% = proteasome inhibitor MG132 effect; reporter increase, % at 5 µM; P30291; 220,000 compounds, 1.2% hits;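 active = activation above the mean of all tested compounds plus 3 SD, set per screening run, cut at about 8.8% in these data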;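 note: cells exposed to compound for 20 h before luminescence read; 0% = DMSO alone and 100% = MG132 at 30 µM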
FXIa inh 1536: blocks human coagulation factor XIa protease activity. P03951. purified FXIa, Boc-Glu-Ala-Arg-AMC fluorogenic substrate. inhibition, % at 5 µM. 220,000 compounds, 0.14% hits. AID 798;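 active = inhibition of at least 40%; inactive = inhibition below 40%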;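 note: fluorescence of freed AMC excited at 355 nm; 0% = enzyme without compound and 100% = no enzyme blank; many of its hits are not listed in these tables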
PERK inhibitor: blocks human PERK kinase. Q9NZJ5. CHO PERK-DD fusion, SEAP luminescence translation reporter. inhibition, % at 5.6 µM. 220,000 compounds, 0.17% hits;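 active = inhibition above the mean inhibition of all tested compounds plus 3 SD, set separately per screening campaign, cut at about 2.9% in these data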;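 note: PERK kinase domain activated by AP20187 dimerizer at 100 nM; 0% = DMSO with dimerizer and 100% = rapamycin at 8.4 µM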
Target sequence (Q9NZJ5 whole entry, looked up, the tested form may be a part): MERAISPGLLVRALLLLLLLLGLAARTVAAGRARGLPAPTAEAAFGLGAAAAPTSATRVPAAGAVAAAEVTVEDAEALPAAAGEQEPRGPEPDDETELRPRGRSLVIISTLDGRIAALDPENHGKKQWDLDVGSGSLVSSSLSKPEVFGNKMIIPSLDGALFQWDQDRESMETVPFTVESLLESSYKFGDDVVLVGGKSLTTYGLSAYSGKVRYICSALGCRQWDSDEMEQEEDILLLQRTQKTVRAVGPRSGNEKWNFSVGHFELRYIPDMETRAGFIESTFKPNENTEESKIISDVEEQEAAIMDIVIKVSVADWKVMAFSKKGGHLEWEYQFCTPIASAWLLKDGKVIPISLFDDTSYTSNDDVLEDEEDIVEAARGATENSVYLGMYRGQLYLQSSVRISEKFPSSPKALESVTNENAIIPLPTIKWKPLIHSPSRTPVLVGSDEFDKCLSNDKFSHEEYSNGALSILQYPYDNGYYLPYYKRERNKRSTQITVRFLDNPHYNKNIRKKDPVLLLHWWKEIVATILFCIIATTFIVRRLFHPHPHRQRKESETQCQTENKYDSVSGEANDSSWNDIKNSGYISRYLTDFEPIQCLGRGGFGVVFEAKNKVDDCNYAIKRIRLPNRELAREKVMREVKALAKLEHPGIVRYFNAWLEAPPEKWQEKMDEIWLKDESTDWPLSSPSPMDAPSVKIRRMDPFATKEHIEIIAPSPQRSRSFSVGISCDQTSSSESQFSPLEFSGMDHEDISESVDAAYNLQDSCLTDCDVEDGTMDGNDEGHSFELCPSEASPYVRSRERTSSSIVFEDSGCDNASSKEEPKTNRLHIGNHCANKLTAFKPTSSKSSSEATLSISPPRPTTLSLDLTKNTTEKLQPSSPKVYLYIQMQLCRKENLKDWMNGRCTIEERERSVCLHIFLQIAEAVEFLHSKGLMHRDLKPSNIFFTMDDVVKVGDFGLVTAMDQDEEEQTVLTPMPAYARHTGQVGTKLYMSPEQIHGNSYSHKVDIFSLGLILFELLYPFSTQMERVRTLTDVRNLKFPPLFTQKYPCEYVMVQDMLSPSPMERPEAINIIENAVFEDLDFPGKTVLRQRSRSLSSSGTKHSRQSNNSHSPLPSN
p97 inhibitor: blocks human p97 ATPase activity. 220,000 compounds, 0.42% hits. AID 1481. recombinant p97 ATPase, Kinase-Glo ATP luminescence, 3 h. P55072. inhibition, % at 8 µM; in the data active = inhibition above about 15%;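 note: 0% = DMSO vehicle and 100% = wells lacking enzyme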
Furin inh: blocks human furin protease activity; P09958; purified furin, fluorogenic substrate cleavage; inhibition, % at 30 µM; 220,000 compounds, 0.061% hits; AID 463115; in the data active = inhibition above about 25%; note: inactives centre near -15
KCC2 mod: KCC2 (human) Cl- transport modulation. Q9H2X9. KCC2 cells, thallium flux FluoZin-2 fluorescence. B-score of Tl+ flux slope (higher = more flux/activation; lower = inhibition) at 10 µM. 190,000 compounds, 2.2% hits. AID 1456;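 active = thallium flux slope and its plate-corrected score both differing from the plate sample mean at a set confidence after two filtering rounds, in either direction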;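 note: slope of fluorescence scaled to starting intensity during 10 to 20 s after thallium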
FXIIa inh: factor XIIa (human) inhibition | purified FXIIa, Boc-QGR-AMC fluorogenic substrate, 2 h | inhibition, % at 5 µM | 220,000 compounds, 0.3% hits | AID 800; in the data active = inhibition above about 40%;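 note: 0% = enzyme with no compound and 100% = blank without enzyme; many of its hits are not listed in these tables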
hK5 inh: kallikrein 5 (human) inhibition | inhibition, % at 5 µM | recombinant hK5, fluorogenic AMC substrate cleavage | 210,000 compounds, 0.59% hits;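 active = inhibition of 40% or more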;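 note: 0% = enzyme controls without compound and 100% = no-enzyme blanks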
An asterisk follows results filed as active; / = no result given; [ ] = another dose, or the depositor's remark.

SMILES	thrombin 1536	Wee1 stabilizer	FXIa inh 1536	PERK inhibitor	p97 inhibitor	Furin inh	KCC2 mod	FXIIa inh	hK5 inh
Cc1cc(C(=O)N/N=C2\CC(=O)CC(C)(C)C2)c(C)n1-c1ccccc1	-8	-3	-8	-0.7	-8	-3	0.18	-5	-11
O=C(Nc1c2c(nc3ccccc13)CCCC2)c1ccccc1F	0	-2	6	-0.2	4	-27	-0.41	11	-7
O=C(Nc1ccc(F)cc1F)N1CCCN(c2ccc([N+](=O)[O-])cn2)CC1	-5	0	-2	0.3	2	-2	/	5	-4
CC(=O)CC(C)(C)n1nnc(-c2ccccc2)n1	12	-3	4	-0.2	-4	-20	0.87	16	26
Cc1ccc(-c2csc(-c3c[nH]c4ccccc34)n2)c(C)c1	-4	0	-6	1.1	-2	-14[20 µM]	/	7	-8
Cc1ccccc1Cn1cc(NC(=O)c2cc(C3CC3)on2)cn1	-8	1	0	-1.3	-5	-3	/	4	-3
CCN(CC)S(=O)(=O)c1csc(C(=O)NC2CCCCC2)c1	4	-1	-13	-0.8	-9	1	0.41	7	-21
CC1Cc2ccccc2N1CC(=O)NCc1ccccc1Cl (stereo unspecified)	1	-2	9	0.2	-3	-16	/	16	-13
CCCn1cnc2sc(C(N)=O)c(C)c2c1=O	-2	-2	3	-1.3	-6	-3[20 µM]	0.047	9	-7
O=C(Nc1nc2ccccc2s1)C1c2ccccc2Oc2ccccc21	-2	-4	3	0.0	3	-20	0.75	4	-9
COC(=O)c1ccccc1NC(=O)/C=C/c1ccco1	-1	-1	6	-1.6	1	14	-0.8	17	-14
Cc1cc(/C=C2/NC(=O)N(Cc3ccccc3F)C2=O)c(C)n1-c1ccccn1	-3	8	-2	-1.3	4	-18	-0.1	6	-12
CCn1c(Cc2ccccc2)nnc1SCc1cccc(C(=O)O)c1	0	0	5	1.6	5	-17	/	11	-16
COCCn1c(SCC(=O)N2CC(=O)Nc3ccccc32)nnc1-c1ccoc1C	0	-2	10	-0.5	1	-23[20 µM]	0.7	22	-8
O=C(COc1ccc(S(=O)(=O)N2CCOCC2)cc1)N1CCCCCC1	-3	4	0	1.1	2	-25	-0.75	8	/
O=C(C1=C[C@H](c2ccc(Br)cc2)C[C@H](OCc2ccc(CO)cc2)O1)N1CCN(Cc2ccc3c(c2)OCO3)CC1	-4	0	-3	0.7	3	-31	1.4	4	-1
O=C(c1ccc(F)cc1)N1CCN(c2cc(=O)[nH]nc2-c2ccccc2)CC1	-2	0	1	1.1	2	-12[20 µM]	/	6	2
O=C1Nc2ccccc2SC(c2ccccc2)C1O (stereo unspecified)	4	4	4	0.2	3	-21[20 µM]	0.8	14	1
Cc1nc2ccc(C(C(F)(F)F)(C(F)(F)F)C(F)(F)F)cc2[nH]1	-8	-1	-5	0.1	1	-8[20 µM]	-0.59	-7	3
COc1ccc(CNC[C@@H](CCCCN(C)Cc2ccc(OC)cc2)N2C[C@H](c3ccccc3)N(CCc3ccc(Cl)c(Cl)c3)C(=O)C2=O)cc1	-1	3	2	0.2	11	-14	0.65	7	3
Cc1csc2c(=O)sc(NC(=O)c3ccc(F)cc3)nc12	-5	-1	1	5.2*	11	-28	-0.65	4	3
CC(=O)N=c1c(C#N)cc2c(=O)n3cccc(C)c3nc2n1Cc1ccco1	-2	9.1*	-7	-0.2	9	-91	-1.9	7	-5
Cc1occc1-c1nnc(SCC(=O)NC(C)(C)C)n1CC(C)C	0	-2	-1	0.4	6	-29	0.35	4	-1
CCOc1ccc(NC(=O)c2cc3c(C)nc4ccccc4c3o2)cc1	-6	1	0	-0.2	-1	-10	0.083	13	-11
N#C/C(=C\C=C\c1ccccc1)C(=O)NCc1ccco1	1	-4	2	1.1	2	-13	-2.3	9	2
Cc1nn(Cc2ccc(F)cc2)c(C)c1NC(=O)c1cnn2cccnc12	3	-1	6	-1.9	-2	-16[20 µM]	2.2	17	-9
c1coc(-c2nnc(SCc3cn4ccccc4n3)o2)c1	1	-3	6	0.4	3	-22	-0.062	10	2
COc1ccc(Cl)cc1NC(=S)NNC(=O)C1(C)CC1(Cl)Cl (stereo unspecified)	2	0	6	-1.1	2	-7	-0.45	49*	13
CC(C)CCNC(=O)C1CCN(c2nnc(-n3cccc3)s2)CC1	-4	6	2	-0.3	-2	-22	0.22	14	-16
O=C(c1cnc2ccccn2c1=O)N1CCCc2ccccc21	-5	3	1	-0.6	0	-7	0.44	-5	-21

3 entries from above, set out differently.
canonical_smiles | thrombin 1536 | Wee1 stabilizer | FXIa inh 1536 | PERK inhibitor | p97 inhibitor | Furin inh | KCC2 mod | FXIIa inh | hK5 inh
Cc1csc2c(=O)sc(NC(=O)c3ccc(F)cc3)nc12 | -5 | -1 | 1 | 5.2* | 11 | -28 | -0.65 | 4 | 3
COc1ccc(Cl)cc1NC(=S)NNC(=O)C1(C)CC1(Cl)Cl (stereo unspecified) | 2 | 0 | 6 | -1.1 | 2 | -7 | -0.45 | 49* | 13
O=C(c1cnc2ccccn2c1=O)N1CCCc2ccccc21 | -5 | 3 | 1 | -0.6 | 0 | -7 | 0.44 | -5 | -21

Following part.
SMILES	thrombin 1536	Wee1 stabilizer	FXIa inh 1536	PERK inhibitor	p97 inhibitor	Furin inh	KCC2 mod	FXIIa inh	hK5 inh
O=c1cccccc1NN=C1CCCCC1	-2	4	1	1.2	8	-11	0.39	5	2
COc1cccc(-c2nnc(SCC(=O)Nc3cc(C)on3)n2C)c1	1	1	2	0.1	2	-15[20 µM]	-0.18	19	5
COc1ccc(/C=C/c2nc(N)nc(-c3ccccc3O)n2)cc1OC	-20	0	1	0.6	4	-7	0.64	2	-14
COc1ccc(CNC(=O)c2sc(=S)n(-c3ccccc3)c2N)cc1	-2	3	-1	-0.9	3	-17	0.091	9	1
Cc1ccc(CNC(=O)CCC2CCCN(Cc3cccc4cccnc34)C2)o1 (stereo unspecified)	-3	7	-1	1.8	7	-29	0.82	5	/
CC(Oc1ccc(Cl)cc1)C(=O)NCCN1C(=O)S/C(=C\c2cccnc2)C1=O (stereo unspecified)	-3	-1	35	-1.4	-4	7	0.097	14	-9
Cc1nc2c3cc(Cl)ccc3n(CCN3CCCCC3)c2s1	-11	6	-9	-1.4	-6	-8[20 µM]	-0.35	-6	-13
O=C(NC1CCCCCC1)c1cccc(COCC(F)(F)F)c1	-1	2	18	0.4	0	-24[20 µM]	0.13	22	-10
CC1=C(C(=O)OCC2CCCO2)C(c2ccc(C)o2)C2=C(CC(c3ccc(F)cc3)CC2=O)N1 (stereo unspecified)	3	-1	36	-0.9	-2	-15[20 µM]	-0.87	51*	-10
Cc1csc(SCc2nnc(-c3ccc(Cl)cc3)o2)n1	-3	2	0	0.6	-2	-15[20 µM]	0.035	11	-1
O=C(N/N=C/C1=C(N2CCOCC2)C(=C\c2ccccc2)/CC1)Nc1ccccc1	-7	2	2	0.5	3	-14	-0.89	11	2
CC(C)(C)NC(=O)C(c1ccncc1)N(CC1CCCO1)C(=O)Cn1nnc(-c2ccc(F)cc2)n1 (stereo unspecified)	-5	1	-3	0.3	5	-24	-0.4	2	9
COc1ccc(C2=NN(C(=O)c3cccs3)C(c3ccc(OC)cc3)C2)cc1 (stereo unspecified)	-2	2	7	-0.5	0	-8	-1.1	10	-2
Cn1c(=O)cc(N2CCCCC2)[nH]c1=O	-14	0	-4	0.4	2	-15	0.83	5	-27
O=c1[nH]ncc(N2CCCC2)c1Cl	-2	1	-5	1.1	2	-18	-0.0048	2	-11
CC(C)N1CCC(N2CCN(Cc3ccc(C#CC(C)(C)O)s3)CC2CCO)CC1 (stereo unspecified)	-1	-4	1	2.1	2	-29	-0.61	6	/
O=C(Nc1ccc2snnc2c1)N1CCOCC1	-6	-3	-7	2.1	0	-27	-0.4	-7	-4
CCCN1C(=O)COc2ccc(-c3n[nH]c(=O)c4ccccc34)cc21	-2	-3	0	1.2	3	-21	-1	11	/
Cc1nnc(NN)n(N)c1=O	-9	0	-16	0.5	3	-7	0	-1	15
COc1ccc(OC)c(-n2c(-c3ccc(O)cc3O)n[nH]c2=S)c1	-3	-1	4	2.0	12	-13	/	4	0

Results in thrombin 1536 and hK5 inh, for 2 of the compounds above:
Compound	thrombin 1536	hK5 inh
Cc1nnc(NN)n(N)c1=O	-9	15
COc1ccc(OC)c(-n2c(-c3ccc(O)cc3O)n[nH]c2=S)c1	-3	0

Further compounds.
SMILES	thrombin 1536	Wee1 stabilizer	FXIa inh 1536	PERK inhibitor	p97 inhibitor	Furin inh	KCC2 mod	FXIIa inh	hK5 inh
CN(CCn1ccnc1)C(=O)CC1C(=O)NCCN1Cc1ccccc1C(F)(F)F (stereo unspecified)	-9	0	-2	0.4	1	-11	0.96	13	1
O=S(=O)(Nc1ncccn1)c1ccc(-n2cnnn2)cc1	-8	1	-2	0.6	6	-23	-0.021	3	-5
CCSC1=N/C(=C\c2cccc(F)c2)C(=O)S1	0	0	22	1.3	0	-2	0.064	28	-24
COc1cc(C2CC(=O)Oc3c2c(=O)n(C)c2ccccc32)cc(OC)c1OC (stereo unspecified)	-11	-3	-5	0.1	5	-29	1	4	-8
COc1ccc(C(CC(=O)O)NC(=O)Cc2ccccc2)cc1OC (stereo unspecified)	2	0	12	-1.3	2	-23	1.3	17	-5
COc1ccc(C2C3=C(CCCC3=O)Nc3n[nH]c(C)c32)cc1OC (stereo unspecified)	-3	0	2	0.2	2	1	0.79	8	-4
CCc1c(C#N)c(SCCC(=O)Nc2cccc(OC)c2)nc2c1C(=O)CC(C)(C)C2	-3	5	3	-0.8	-3	-14[20 µM]	-1.6	14	1
Nc1ccc2c(c1)COC2=O	7	-2	2	-0.1	-4	-17	-0.065	6	0
O=C(N/N=C/c1ccco1)c1ccncc1	2	15*	3	1.6	5	-13	1.7	14	-5
COc1ccc(C2CCCN2C(=S)Nc2ccc(C)cc2C)cc1OC (stereo unspecified)	-2	0	-1	-0.4	0	-19	-0.45	5	/
COc1ccc(C)cc1NS(=O)(=O)c1cn(C)nc1C	-3	5	7	1.8	3	-22	0.042	9	5
COc1ccc(N=C2CC(C)(C)CC(=O)/C2=C(/O)c2ccccc2)cc1	1	2	1	1.3	2	-17	-0.77	12	3
CC(=O)Nc1ccc2c(CSc3nnc(-c4cccnc4)n3-c3ccc(C)cc3C)cc(=O)oc2c1	-7	-1	3	0.0	1	-6	-0.3	3	-16
COC(=O)CCCCCCCCCC[N+]1(C)CCCCC1	-2	9	-4	0.2	-4	-16	-0.076	-2	-8
O=S(=O)(NCCc1cn2ccccc2n1)c1ccc(F)c(C(F)(F)F)c1	4	3	4	0.4	-6	-4	-0.41	11	-3
CCOC(=O)/C(C(N)=NCc1ccco1)=C(/O)c1ccccc1	5	1	-4	-0.8	-4	-22[20 µM]	/	-2	-10
O=C(CN1CCN(S(=O)(=O)c2ccc(F)cc2)CC1)Nc1cc(C(F)(F)F)ccc1Cl	-21	-2	6	0.2	-1	-26	0.37	4	-2
CCOC(=O)C(C)Sc1cnccn1 (stereo unspecified)	-9	-1	-10	0.3	1	-25	0.29	4	/
OCC1(Cc2ccccc2C(F)(F)F)CCN(Cc2ccc3c(c2)CCO3)CC1	-6	-3	-1	-1.1	-1	-17	0.079	5	4
O=C1N(Cc2cccnc2)C[C@@H]2C[C@@H](c3ccccc3C(F)(F)F)N3CCC[C@@]123	-3	-3	-3	0.0	4	-4	-1.7	0	-4
CCC(=O)N1CCN(C(C)=O)C1c1ccccc1 (stereo unspecified)	-1	3	-5	0.5	0	-13	0.067	10	-22
Cc1ccccc1NC(=O)c1onc2c1CCCC2	1	1	8	0.7	-5	-20[20 µM]	-0.68	9	-2

Source: PubChem
